HCMV inh – blocks human cytomegalovirus replication | hit rate 4.5% among 410,000 | AID 1259415 | HFF cells, HCMV-luciferase reporter, 72 h; stronger effect = lower value | activity change, negative = inhibition, % at 57.5 µM; in the data active = activity change below about -60%; inconclusive = no clear call, values can overlap the other calls; inactive = above about -39%
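Two-dose cell screen: HFF monolayers treated with compounds and infected with luciferase-expressing HCMV at 1 PFU/cell, 72 h at 37C, then lysed for luciferase measurement.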
AMA1 RON2 block – disrupts binding of P. falciparum AMA1 to RON2; AlphaScreen AMA1-biotinylated RON2 peptide binding; Potency, µM (series often up to 58.2 µM), for the others: at the top dose activity change, negative = inhibition, most hits filed as inhibitors; hit rate 0.2% among 360,000; AID 720542;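 note: potency is the fitted concentration of half-maximal effect; 0% = vehicle wells and -100% = peptide control; nearly all actives have a fitted effect of over 45% in size; some results filed as inactive show a strong effect at the top dose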
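AMA1 (3D7) with his tag at 25 nM final met compounds first, then biotinylated RON2 peptide at 25 nM; detection used donor plus acceptor beads, 10 µg/mL apiece, read by AlphaScreen after 30 min at room temperature.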
TbPYK inhibitor – inhibitors of Trypanosoma brucei pyruvate kinase. Q57TT1. TbPYK enzyme, Kinase-Glo Plus ATP luminescence, 45 min. Potency, µM (highest dose often 76.8 µM), for the others: at the highest dose activity, negative = inhibition, hits mostly inhibitors. hit rate 0.12% among 410,000; note: potency is the fitted concentration of half-maximal effect; nearly all actives have a fitted effect of over 50% in size
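Activity of T. brucei pyruvate kinase was followed by Kinase-Glo Plus luminescence after the enzyme reacted 45 min at room temperature with 130 uM ADP (final) and substrate. Test compounds were added before ADP at multiple concentrations.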
AmpC no deterg – blocks E. coli AmpC beta-lactamase in detergent-free assay; P00811; AmpC nitrocefin hydrolysis, absorbance 480 nm, 0.0001% Triton; Potency, µM (titrated, usually from 57.1 µM), for inactives: at the top dose activity change, negative = inhibition, actives largely listed as inhibitors; hit rate 0.52% among 330,000; AID 485341;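 note: potency is the fitted concentration of half-maximal effect; plate controls were no compound for no effect and no enzyme for full effect; nearly all actives have a fitted effect of over 20% in size; some results filed as inactive show a strong effect at the top dose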
Target sequence (P00811 whole entry, looked up): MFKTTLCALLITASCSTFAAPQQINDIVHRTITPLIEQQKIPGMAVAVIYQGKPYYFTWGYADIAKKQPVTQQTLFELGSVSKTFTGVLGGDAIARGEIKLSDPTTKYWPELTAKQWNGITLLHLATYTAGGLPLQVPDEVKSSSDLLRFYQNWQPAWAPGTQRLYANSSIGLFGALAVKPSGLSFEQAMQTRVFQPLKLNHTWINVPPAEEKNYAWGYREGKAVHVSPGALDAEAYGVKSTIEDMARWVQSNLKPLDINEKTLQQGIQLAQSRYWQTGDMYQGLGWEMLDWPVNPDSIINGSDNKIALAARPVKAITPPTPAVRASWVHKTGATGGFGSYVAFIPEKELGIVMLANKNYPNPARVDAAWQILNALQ
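AmpC (5.3 nM in the dispensed reagent) in 20 mM phosphate pH 7.0 with 0.01% (detergent screen) or 0.0001% Triton X-100 was preincubated with compounds for 15 min at room temperature. Nitrocefin was then added from an 800 uM solution, and hydrolysis was followed at 480 nm.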
LmPK inhibitor – blocks Leishmania mexicana pyruvate kinase activity; Potency, µM (series often up to 57.5 µM), for the others: at the highest dose activity change, negative = inhibition, actives largely listed as inhibitors; hit rate 0.37% among 290,000; purified LmPK, Kinase-Glo ATP luminescence, 1 h; AID 1721; note: potency is the fitted concentration of half-maximal effect
Target sequence (Q27686 whole entry, looked up): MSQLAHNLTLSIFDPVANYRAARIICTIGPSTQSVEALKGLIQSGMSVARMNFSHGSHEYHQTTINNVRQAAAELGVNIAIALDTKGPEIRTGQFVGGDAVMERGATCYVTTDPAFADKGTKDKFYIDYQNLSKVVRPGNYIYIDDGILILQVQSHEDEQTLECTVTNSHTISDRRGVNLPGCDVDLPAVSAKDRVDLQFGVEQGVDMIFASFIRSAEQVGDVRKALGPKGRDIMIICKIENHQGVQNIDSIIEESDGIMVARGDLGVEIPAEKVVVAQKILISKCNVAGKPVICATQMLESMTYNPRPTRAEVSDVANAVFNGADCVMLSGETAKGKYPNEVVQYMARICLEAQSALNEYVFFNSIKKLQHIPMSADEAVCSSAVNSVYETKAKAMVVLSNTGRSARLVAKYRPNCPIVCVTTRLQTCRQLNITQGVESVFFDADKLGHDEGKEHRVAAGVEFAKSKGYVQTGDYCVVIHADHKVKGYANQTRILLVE
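In 50 mM imidazole pH 7.2 with 7 mM MgCl2, LmPK (0.1 nM) turned over PEP (0.5 mM) and ADP (0.1 mM) for 1 h at room temperature. Luciferase read-out of ATP.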
AmpC detergent – inhibitors of E. coli AmpC beta-lactamase with detergent | P00811 | AmpC hydrolysis of nitrocefin, absorbance 480 nm, 0.01% Triton | Potency, µM (doses to about 114 µM), for inactives: top-dose activity change, negative = inhibition, actives largely listed as inhibitors | hit rate 0.041% among 370,000 | AID 485294;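 note: potency is the fitted concentration of half-maximal effect; 0% = no-compound wells and -100% = no-enzyme wells; nearly all actives have a fitted effect of over 25% in size; some results filed as inactive show a strong effect at the top dose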
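AmpC (5.3 nM in the dispensed reagent) in 20 mM phosphate pH 7.0 with 0.01% (detergent screen) or 0.0001% Triton X-100 was preincubated with compounds for 15 min at room temperature. Nitrocefin was then added from an 800 uM solution, and hydrolysis was followed at 480 nm.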
HCV inhibitor – HCV inhibition | Huh7.5.1 HCVcc-Cre infection, luciferase reporter, 44 h | Potency, µM (top dose mostly 41.8 µM), for the others: top-dose activity change, negative = inhibition, usual class: inhibitors | hit rate 3.4% among 340,000; note: potency is the fitted concentration of half-maximal effect
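Reporter virus HCVcc-Cre (~0.5 moi) infects cells exposed to compound; seeding density 1,000 cells/well with 4 h settling beforehand. Luminescence, 15 sec read, taken 44 h post-infection following a 15 min RT substrate incubation.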
Numbers without * were called inactive; ? = inconclusive; · = no result given; & = joins results of further samples; [ ] = another dose, or the depositor's remark. Unless noted, calls come from the whole dose curve; as a rule, active = well fitted curve in the direction sought with a large enough effect; inconclusive = small, poorly fitted or top-dose-only effect, or another doubt; inactive = no such curve, though single readings can be large; an effect the other way counts as inactive or inconclusive. Unless noted, % is set by controls: 0 for no effect and ±100 for the full control effect.

#1 Cc1cc(C)nc(NS(=O)(=O)c2ccc(NC(=O)Cc3ccccc3)cc2)n1
#2 COc1ccc(CNC(=O)C(=O)NCC(c2cccs2)S(=O)(=O)c2cccs2)cc1 (stereo not drawn)
#3 Cc1ccc(F)cc1NC(=O)C1CC(=O)N(CCc2ccccc2)C1 (stereo not drawn)
#4 Cc1cc(Cl)ccc1C(=O)C1CCCN(C(=O)CN2CCOC2=O)C1 (stereo not drawn)
#5 Cc1ccc(NC(=S)NNC(=O)c2nn(C)cc2Cl)cc1
#6 COc1cc(/C=C/C(=O)OCC(=O)c2ccc(S(=O)(=O)N3CCCCC3)cc2)cc(OC)c1OC
#7 COc1ccc(C(=O)Nc2ccccc2C(=O)OCc2cc(=O)n3nc(C4CC4)sc3n2)cc1
#8 COc1ccc(-n2c(=O)c3c4c(sc3n(Cc3cc(C)ccc3C)c2=O)CN(C(C)=O)CC4)c(OC)c1

assay / compound,1,2,3,4,5,6,7,8
HCMV inh,-27,11,?,-7,39,12,14,-27
AMA1 RON2 block,-7%,·,22%,11%,0%,-9%,·,·
TbPYK inhibitor,-3%,-2%,0%,3%,-22%,-15%,-4%,0%
AmpC no deterg,-24%,·,16%,11%,-20%,-14%,·,·
LmPK inhibitor,1%,·,5%,-7%,6%,·,·,·
AmpC detergent,-10%,-2%,-2%,-13%,-12%,-2%,-7%,-3%
HCV inhibitor,2%,·,20%,3%,17%,4%,·,·

#9 NC(=O)c1ccc(NC(=O)c2cc(S(=O)(=O)N3CCCCC3)ccc2N2CCOCC2)cc1
#10 C[C@H]1COC(=O)[C@H](NC(=O)OCC2c3ccccc3-c3ccccc32)C/C=C\C[C@H](CC(=O)N(CCO)Cc2ccccc2)C(=O)N1
#11 CCOc1cc2c(cc1OCC)C(c1ccc(OC)c(OC)c1)N(c1ccc(C(=O)O)cc1)C(=O)C2 (stereo not drawn)
#12 CC(C)(C)c1ccc(S(=O)(=O)N2CCN(C(=O)C3CCC3)CC2)cc1
#13 O=[N+]([O-])c1ncccc1OCc1ccc(-c2ccccc2)cc1
#14 Cc1ccc(S(=O)(=O)N2CCN(C(=O)COC(=O)c3cccnc3Cl)CC2)c(C)c1
#15 CCCCNC(=O)C(CC)Sc1nnc(-c2ccc(F)cc2)c(-c2ccc(F)cc2)n1 (stereo not drawn)
#16 CCn1c(SCC(=O)NCc2ccccc2)nnc1-c1cccnc1

assay / compound,9,10,11,12,13,14,15,16
HCMV inh,0,-16,13,-20,-35,-9,0,-17
AMA1 RON2 block,2%,-4%,-3%,9%,-9%,11%,·,-12%
TbPYK inhibitor,0%,-3%,5%,0%,1%,-11%,-1%,-2%
AmpC no deterg,-12%,231%[activator],-9%,66%,10%,78%[activator],·,-10%
LmPK inhibitor,·,·,-2%,1%,0%,·,·,3%
AmpC detergent,-18%,·,?,1%,9%,1%,-1%,-8%
HCV inhibitor,1%,-93%,19%,?,-27%,-6%,·,17%

#17 O=C(NNS(=O)(=O)c1ccc(F)cc1)c1ccc(O)cc1
#18 O=C(CCC1CCCN(C(=O)c2ccc3[nH]ccc3c2)C1)N1CCN(c2ccccn2)CC1 (stereo not drawn)
#19 CC(=O)Nc1cncc(-c2cccc(C(=O)NCCN(C)C)c2)n1
#20 CCCOc1ccc(F)cc1-c1cc(C(=O)NCc2ccc(F)cc2)[nH]n1
#21 CC(C)(C)NC(=O)NC(=O)CN1c2cccc3cccc(c23)S1(=O)=O
#22 O=C(c1ccc(CNS(=O)(=O)c2cccc(C(F)(F)F)c2)cc1)N1CCOCC1
#23 COc1ccc(C(=O)N/C(=C\c2ccc([N+](=O)[O-])cc2)C(=O)NC(CCSC)C(=O)O)cc1 (stereo not drawn)
#24 OCCN(Cc1ccccc1)Cc1ccccc1Cl

assay / compound,17,18,19,20,21,22,23,24
HCMV inh,3,-83*,13,31,31,22,?,43
AMA1 RON2 block,-1%,-14%,-2%,7%,26%,-2%,0%,-13%
TbPYK inhibitor,-7%,-1%,3%,-2%,-2%,0%,0%,-3%
AmpC no deterg,-8%,51%,·,·,-42%,30%,-29%,3%
LmPK inhibitor,0%,2%,·,·,3%,6%,3%,3%
AmpC detergent,-4%,6%,·,·,-2%,7%,8%,-2%
HCV inhibitor,-23%,?,·,·,8%,-4%,-2%,18%

Entries by screen from the entries so far.
AmpC detergent, compounds 9 to 13: -18%, ·, ?, 1%, 9%
HCV inhibitor, compounds 9 to 13: 1%, -93%, 19%, ?, -27%

Going on with the list:
#25 Cc1nc2ncnn2c(C)c1CCC(=O)NCCc1ccccc1
#26 CC(C)(C)c1ccc(OCC(O)CN2CCCC2)cc1 (stereo not drawn)
#27 Cc1cc2cc(CNC(=O)c3cccc([N+](=O)[O-])c3)ccc2n1C
#28 CC(C)(C)c1ccc(-c2nnc(SCC(=O)NC3CCS(=O)(=O)C3)n2N)cc1 (stereo not drawn)
#29 CCCOC(=O)C1=C(C)NC2=C(C(=O)CCC2)C1c1cccs1 (stereo not drawn)
#30 O=C(CCS(=O)(=O)c1cc(Br)cc2c1N(C(=O)C1CC1)CC2)NCC1CCCO1 (stereo not drawn)
#31 O=C(CC1C(=O)N(c2ccccc2)C(=O)N1CCc1cccs1)Nc1ccc(Cl)cc1 (stereo not drawn)
#32 CCOC(=O)c1[nH]c2c(c1Cc1ccccc1C)C(=O)CC(c1cc(OC)ccc1OC)C2 (stereo not drawn)

assay / compound,25,26,27,28,29,30,31,32
HCMV inh,42,24,-27,27,16,6,-6,-36
AMA1 RON2 block,-11%,2%,-18%,65%[activator],0%,-8%,·,·
TbPYK inhibitor,-1%,-6%,3%,-13%,2%,0%,3%,2%
AmpC no deterg,-4%,-2%,-37%,-4%,-5%,-10%,·,·
LmPK inhibitor,-2%,4%,1%,-12%[11.5 µM],-1%,1%,·,·
AmpC detergent,-11%,?,?,-1%,-14%,5%,-1%,12%
HCV inhibitor,4%,-26%,-23%,1%,-3%,6%&1%,·,·

#33 CCN(CC)c1ccc(NC(=O)C2CCCN(S(=O)(=O)c3ccc4c(c3)oc(=O)n4C)C2)c(C)c1 (stereo not drawn)
#34 C[C@@H]1CCCCO[C@H](CN(C)Cc2ccc3c(c2)OCO3)[C@@H](C)CN([C@H](C)CO)C(=O)c2cc(NC(=O)c3ccccc3)ccc2O1
#35 COc1ccc(NC(=O)C2CCN(C(=O)c3ccccc3)CC2)cc1OC
#36 N#Cc1c(Nc2ccc(F)cc2)sc(C(=O)c2ccc(F)cc2)c1N
#37 CCNc1nc(N)nc(Oc2ccc(OCC)nn2)n1
#38 NC(=O)c1cc(-c2ccccc2)nc(Oc2ccccc2)n1
#39 Cc1ccc(-n2ncc3c(NCc4ccccc4)ncnc32)cc1
#40 Cc1ccc(CNC(=O)CCNC(=O)c2ccc(Br)o2)cc1

assay / compound,33,34,35,36,37,38,39,40
HCMV inh,-23,-4,-23,55,66,11,44,4
AMA1 RON2 block,·,-14%,-4%,6%,-5%,14%,4%,4%
TbPYK inhibitor,0%,-6%,0%,-7%,-4%,0%,-9%,-1%
AmpC no deterg,·,·,-2%,0%,-26%,-5%,-21%,-31%
LmPK inhibitor,·,·,-1%,3%,-3%,0%,11%,0%
AmpC detergent,-3%,·,?,3%,?,-8%,?,?
HCV inhibitor,·,·,10%,0%,29%,?,-9%,-9%

#41 CCCCn1nnnc1C(c1cc2ccccc2o1)N1CCN(C(=O)OCC)CC1 (stereo not drawn)
#42 O=C(CCN1C(=O)C2CCCCC2C1=O)NNC(=O)c1cccc(Cl)c1 (stereo not drawn)
#43 CC(=O)Nc1cccc(NC(=O)CSc2nc(=O)n(CCN3CCOCC3)c3c2CCC3)c1
#44 Cc1cc(C(C)(C)C)oc1C(=O)N(CC(=O)NC1CCCC1)Cc1ccc(Cl)cc1
#45 O=C(CSc1nc(-c2ccc(F)cc2)cs1)N1CCOCC1
#46 O=C(Nc1ccc(N2CCN(C(=O)c3ccccc3)CC2)cc1)c1cc2ccccc2o1
#47 O=C(NCc1ccc2c(c1)OCO2)c1nn(-c2ccccc2)c(=O)c2ccccc12
#48 O=C(Nc1ccccc1)C1CC(=O)N(C2CCCCC2)C1 (stereo not drawn)

assay / compound,41,42,43,44,45,46,47,48
HCMV inh,-28,-19,-22,1,30,-66*,?,17
AMA1 RON2 block,-4%,4%,0%,0%,-6%,-1%,-14%,0%
TbPYK inhibitor,-6%,4%,-1%,4%,-9%,-1%,-11%,1%
AmpC no deterg,·,-21%,4%,2%,1%,-8%,-33%,0%
LmPK inhibitor,·,-3%,·,-1%,-5%,2%,1%,-2%
AmpC detergent,·,-6%,0%,-3%,2%,-9%,-2%,-9%
HCV inhibitor,·,5%,9%,?,3%,?,?,2%

#49 CCOC(=O)c1cccc(NC(=O)CCS(=O)(=O)c2ccc3c(c2)CCN3C(=O)CC)c1
#50 O=c1[nH]c(=O)n(C2CC(O)C(CO)O2)cc1Br (stereo not drawn)
#51 CN(C)CC1CCCCC1OC(=O)Cc1ccc(Cl)c([N+](=O)[O-])c1 (stereo not drawn)
#52 Cc1ccc(/C=N/NC(=O)COc2ccc(Cl)c(C)c2)o1
#53 O=C(c1cccc(F)c1)N1CCN(C(=O)C(c2ccccc2)c2ccccc2)CC1
#54 CCn1c(Cc2ccccc2)nnc1SCC(=O)c1c(N)n(C2CC2)c(=O)[nH]c1=O

assay / compound,49,50,51,52,53,54
HCMV inh,-6,8,9,-19,-5,0
AMA1 RON2 block,·,2%,19%,16%,17%,9%
TbPYK inhibitor,-20%,?,-22%,-5%,-13%,-1%
AmpC no deterg,·,·,-2%,-41%,87%[activator],-17%
LmPK inhibitor,·,·,-1%,3%,-1%,·
AmpC detergent,0%,·,7%,-10%,-6%,5%
HCV inhibitor,·,1%,-5%,10%,15%,-14%

Of the compounds above, 2 have a COOH group.
#11 CCOc1cc2c(cc1OCC)C(c1ccc(OC)c(OC)c1)N(c1ccc(C(=O)O)cc1)C(=O)C2 (stereo not drawn)
#23 COc1ccc(C(=O)N/C(=C\c2ccc([N+](=O)[O-])cc2)C(=O)NC(CCSC)C(=O)O)cc1 (stereo not drawn)

assay / compound,11,23
HCMV inh,13,?
AMA1 RON2 block,-3%,0%
TbPYK inhibitor,5%,0%
AmpC no deterg,-9%,-29%
LmPK inhibitor,-2%,3%
AmpC detergent,?,8%
HCV inhibitor,19%,-2%

Profiles from above. Values in the order: HCMV inh	AMA1 RON2 block	TbPYK inhibitor	AmpC no deterg	LmPK inhibitor	AmpC detergent	HCV inhibitor
O=C(CSc1nc(-c2ccc(F)cc2)cs1)N1CCOCC1 in the list: 30	-6%	-9%	1%	-5%	2%	3%
Cc1cc(Cl)ccc1C(=O)C1CCCN(C(=O)CN2CCOC2=O)C1 (stereo not drawn) in the list: -7	11%	3%	11%	-7%	-13%	3%

High-throughput results: PubChem BioAssay, National Center for Advancing Translational Sciences (NCATS)
